Compound activity (PubChem)
mHTT CaM bind: disrupts binding of mutant huntingtin to calmodulin; P42858; AlphaScreen His-mHTT/GST-CaM binding, luminescence; inhibition, % at 15 µM; 190,000 compounds, 3.6% hits; AID 1671202;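 note: 0% = both proteins with DMSO and 100% = one protein alone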
Pf apPOL block: Pf-apPOL DNA polymerase inhibition; Recombinant Pf-apPOL, molecular beacon fluorescence, 1.5 h; inhibition, % at 10 µM; 210,000 compounds, 0.25% hits; AID 1794808
* hit, by the source's call; i = inactive; . = no result given; & = joins results of further samples. Cut-off read from the data, not from the text of the source: active = inhibition above about 50%; inactive = the rest. A portion of the library; the hit share may differ from the screen's.

Order of values: mHTT CaM bind	Pf apPOL block
O=[N+]([O-])c1cccc(C2CC(c3ccccc3)=NN2S(=O)(=O)c2ccccc2)c1 (configuration not stated)
    3&6	-4&1
O=[N+]([O-])c1ccc(-c2cn3cc(Br)ccc3n2)cc1
    -1	6
COc1cc(CN2CCN(Cc3cccnc3)CC2)c([N+](=O)[O-])cc1OC
    6	4
O=C1OC(c2ccc(F)cc2)=N/C1=C\c1ccccc1
    11	-1
C=CCNC(SCC(=O)c1cccc([N+](=O)[O-])c1)=C(C#N)C(=O)OCC
    .	-6
OC(CSc1ccccc1)CN1CCN(c2nccc(C(F)(F)F)n2)CC1 (configuration not stated)
    .	-11
Cc1nnc(NC(=O)Nc2ccccc2)s1
    -5	-10
Cc1ccccc1Cn1c(NCCOCCO)nc2c1c(=O)n(C)c(=O)n2C
    1	-6
CCCCN1CC(COCc2ccccc2)Oc2cccc(Oc3ccc(C(C)C)cc3)c2S1(=O)=O (configuration not stated)
    -12	-2
COc1ccccc1N1CCN(C2CCN(Cc3ccc4c(c3)OCO4)CC2)CC1
    1	-2
CCN1CCN(c2nc(-c3ccccc3)ncc2C(=O)Nc2ccc(C)cc2)CC1
    16	0
CCOc1ccc2nc(C(=O)N3CCN(C)CC3)sc2c1
    4	1
Cc1ccc(F)cc1NC(=O)Cn1nc(N2CCC(C)CC2)c2ccccc2c1=O
    11	-1
COCCCNC(=O)CC1CCN(c2ccnc(OC)n2)CC1
    -4	-1
COc1ccc(N2C(=O)CC(NCc3ccncc3)C2=O)cc1 (configuration not stated)
    -3	-4
O=C(O)C1CCCN(S(=O)(=O)c2ccc(F)cc2)C1 (configuration not stated)
    -1	-2
CCS(=O)(=O)c1ccc(S(=O)(=O)CC)s1
    -7	.
Cc1ccc(-n2[nH]c(=O)c(C=C3C=Nc4ccccc43)c2O)cc1Cl
    0	4
CCCCNC(=O)C(C)Sc1nc2nc(C)cc(C)n2n1 (configuration not stated)
    -8	10
CC1=C(C(=O)Nc2ccccc2)C(c2ccccc2Cl)n2ncnc2N1 (configuration not stated)
    3	4

One compound at a time, as listed above. Screens in order: mHTT CaM bind	Pf apPOL block
Shown for `CCS(=O)(=O)c1ccc(S(=O)(=O)CC)s1` : -7	.
Shown for `O=[N+]([O-])c1ccc(-c2cn3cc(Br)ccc3n2)cc1` : -1	6
Shown for `CC1=C(C(=O)Nc2ccccc2)C(c2ccccc2Cl)n2ncnc2N1` (configuration not stated) : 3	4
Shown for `CCCCNC(=O)C(C)Sc1nc2nc(C)cc(C)n2n1` (configuration not stated) : -8	10
Shown for `O=C1OC(c2ccc(F)cc2)=N/C1=C\c1ccccc1` : 11	-1

Next section.
Order of values: mHTT CaM bind	Pf apPOL block
O=C1CSC(c2ccc(F)cc2)N1c1cccc(F)c1 (configuration not stated)
    -9	-6
COc1ccc(NC(=O)N(Cc2ccc(C)cc2)Cc2cccnc2)c(OC)c1
    14	-18
Cc1c(C)n(Cc2ccccc2)c2ccc(C(=O)N3CCN(C(=O)c4ccccc4)CC3)cc12
    99*	-5
O=C1CC(c2ccccc2)CC2=C1C(c1cccc(F)c1)Nc1ccccc1N2 (configuration not stated)
    9	-5
Cc1ccc(Nc2c([N+](=O)[O-])cc([N+](=O)[O-])c3cccnc23)cc1Cl
    36	0
CCc1cc(=O)[nH]c(N2CCN(c3ccccc3Cl)CC2)n1
    -3	-4
N#Cc1c(NC(=O)CCCC(=O)O)sc2c1CCCC2
    2	-2
COc1ccc(OC)c(C2=NOC(C(=O)NCc3ccco3)C2)c1 (configuration not stated)
    7	-4
Cn1cnc2ccc(-c3noc(-c4ccoc4)n3)cc21
    2	-2
COc1ccc(C=NCCNC(=O)c2ccc(C)cc2)cc1
    -3	-6
COc1ccc(-c2cc(C(F)(F)F)nc(-n3ccc([N+](=O)[O-])n3)n2)cc1
    -5	-3
Cc1cc(C(=O)N/N=C2\CC(=O)CC(C)(C)C2)n[nH]1
    i	.
COCCn1c(CC2CCN(S(=O)(=O)c3cccc(C)c3)C2)nc2cccnc21 (configuration not stated)
    7	0
CCC(=O)Nc1cccc(-c2noc(C3CCN(C(=O)c4ccc(C#N)cc4)CC3)n2)c1
    11	-4
CC(=O)Oc1ccc2c(=O)c(-c3ccccc3)c(C)oc2c1C
    2	-11
COc1ccccc1NC(=O)c1ccccc1[N+](=O)[O-]
    5	-16
Cc1ccc(Cn2cc(CN(C3CC3)S(=O)(=O)c3ccccc3Br)nn2)cc1
    -6	-8
O=C1c2cc([N+](=O)[O-])ccc2-c2c(O)cc([N+](=O)[O-])cc21
    .	-143
Cc1noc(C)c1C(=O)ON=C(c1cccs1)C(C)(C)C
    .	2
COc1cc([N+](=O)[O-])ccc1NC(=O)CC1Sc2ccccc2NC1=O (configuration not stated)
    10	-4
Clc1ccccc1Nc1ncnc2ccc(Br)cc12
    -4	-2
CC1(C)CC2CC(C)(CN2c2ncnc3ccc(Br)cc23)C1 (configuration not stated)
    -13&-8	0
COc1ccc(/C=C2/C(=N)N3N=C(C(F)(F)F)SC3=NC2=O)cc1
    1	-3
CCCC(=O)N1CC(c2nc(-c3cccnc3)no2)C2(CCOCC2)C1 (configuration not stated)
    -3	-4
COc1cccc(CN2CCc3c(cc(C(=O)NC(C)C)n3C)C2)c1
    34	2
CCNC(=O)c1cccc(N2CCNC(c3ccccc3)C2)n1 (configuration not stated)
    3	-11
N#CC1=C(S)NC(=O)CC1c1ccccc1[N+](=O)[O-] (configuration not stated)
    17	4
COc1ccc(/C=C2\N=C(c3ccc(-c4ccccc4)cc3)OC2=O)cc1
    17	3
O=S1(=O)CCO[C@H]2Cc3ccccc3[C@H]2N1Cc1ccc(Cl)cc1
    -8	-4
COc1ccccc1CNC(=O)c1ccc2nc3ccc(Cl)cc3c(=O)n2c1
    16	-5
Cc1ccc(CCNc2ccccc2C)cn1
    6	-3
C[C@H]1O[C@@H](n2cc(F)c(=O)[nH]c2=O)[C@H](O)[C@@H]1O
    .	3
COc1ccc(CCNC(=O)C2OC3OC(C)(C)OC3C3OC(C)(C)OC23)cc1 (configuration not stated)
    -5	-6
Cc1ccc(NC(=O)c2csc(-c3ccc(N4CCCC4)nc3)n2)cc1
    -10	0
COc1ccc(-c2c(C)oc3cc(O)cc(O)c3c2=O)cc1
    32&29	-2&-3
Cc1cc(C)cc(N=c2oc3c(C)ncc(CO)c3cc2C(=O)Nc2ccc(F)cc2F)c1
    6	47
O=C(NCCO)C(=O)NC1CCCCC1
    -7	-5
Cc1nn(C)cc1-c1nnc(-c2ccnn2C(F)F)o1
    -4	.
COc1ccc(C2=NN(CN3C(=O)C(=O)c4ccccc43)C(c3ccc(C)cc3)C2)cc1 (configuration not stated)
    22	-3
CC1CN(C(=O)C2c3ccccc3Oc3ccccc32)CC(C)O1 (configuration not stated)
    3	-6

Look-ups from the results shown.
Under mHTT CaM bind, COc1cccc(CN2CCc3c(cc(C(=O)NC(C)C)n3C)C2)c1 is entered as 34
Under mHTT CaM bind, CC1(C)CC2CC(C)(CN2c2ncnc3ccc(Br)cc23)C1 (configuration not stated) is entered as -13&-8
Under mHTT CaM bind, COc1ccc(C2=NN(CN3C(=O)C(=O)c4ccccc43)C(c3ccc(C)cc3)C2)cc1 (configuration not stated) is entered as 22
Under Pf apPOL block, COc1ccc(CCNC(=O)C2OC3OC(C)(C)OC3C3OC(C)(C)OC23)cc1 (configuration not stated) is entered as -6
Under Pf apPOL block, CC1CN(C(=O)C2c3ccccc3Oc3ccccc32)CC(C)O1 (configuration not stated) is entered as -6

(next part)
Order of values: mHTT CaM bind	Pf apPOL block
CC(=O)Nc1ccc(S(=O)(=O)N2CCN(Cc3c[nH]c4ccccc34)CC2)cc1
    16	-6
CC(=O)Nc1ccc2nc(-c3ccc(Cl)cc3Cl)[nH]c2c1
    6	-8
Nc1nnnn1CC(=O)NC1(C(=O)Nc2ccccc2)CCCCC1
    3	-4
COc1ccc(Cl)cc1NC(=O)CCS(=O)(=O)c1ccc(Cl)cc1
    11	-2
O=C(NCc1ccccn1)C1COC2(CCCCC2)N1C(=O)c1cc(F)cc(F)c1 (configuration not stated)
    -3	-8
COc1cccc(CN2CCC(C)(O)C(N3CCCC3)C2)c1OC (configuration not stated)
    3	2
Cc1occc1-c1nc(-c2ccccn2)no1
    4	-1
CC(C)C(=O)NCCc1csc(C2CCN(C(=O)NC(C)(C)C)CC2)n1
    6	-2
CCS(=O)(=O)Oc1ccc(C)cc1-c1nc2ccccc2o1
    -20	-3
O=C(Nc1ccc(F)cc1F)c1nn(-c2ccc(Cl)cc2)c(=O)c2ccccc12
    3	0
COc1ccc(CCC(=O)Nc2ccc(C(C)=O)cc2)cc1
    5	3
Cc1nc(-c2ccc(C(=O)N(C)C)cc2)no1
    -3	-7
CCOC1(NC(=O)c2ccccc2)C(C)=CC(=O)C=C1C
    -1	6
O=C1CCC[C@@H]2CC(NCc3ccc(Cl)c(Cl)c3)C[C@@H]3CCN1[C@H]23 (some centres not stated)
    10	-9
O=C(c1ccc2c(c1)OCO2)N1CCC2(C1)Nc1cccnc1NC2=NCc1ccccc1 (configuration not stated)
    14	0
COc1ccc(C2=NN(S(C)(=O)=O)C(c3cccc(OC)c3OC)C2)cc1OC (configuration not stated)
    -5	-45
O=S(=O)(Cc1nc(-c2ccccc2)no1)c1ccccc1
    -30	-2
O=C(CSc1ncccc1C(=O)O)c1cccc([N+](=O)[O-])c1
    -2	13
COc1cccc(CCC(=O)N2CC3CC2CC3NC(=O)c2ccccc2)c1 (configuration not stated)
    4	-5
COc1cc(NS(=O)(=O)c2ccc(NC(=O)COc3ccccc3)cc2)nc(OC)n1
    6	-17
CN(Cc1ccccc1)C(=O)c1ccc(NC(=O)C2C3CC4OC(=O)C2C4C3)cc1 (configuration not stated)
    -5	-8
COc1cccc(/C=c2\sc3nnc(-c4ccccc4)n3c2=O)c1
    -5	0
O=C(O)c1ccccc1C(=O)Nc1ccc(Br)c(Cl)c1
    -8	-4
O=c1cc(-c2ccccc2)nc2n1CCN2CCCN1CCCC1
    4	-10
O=C1OC(c2ccccc2Br)=N/C1=C/c1cc2c(cc1Cl)OCO2
    1	-1
Cc1ccc(C)c(C(O)=C2C(=O)C(=O)N(CCCN3CCOCC3)C2c2ccncc2)c1 (configuration not stated)
    -3	0
COc1ccc(-n2ccnc(NC(=O)c3ccc(F)cc3)c2=O)cc1
    -2	1
O=C(c1ccc([N+](=O)[O-])cc1)N1CCN(Cc2ccccc2Cl)CC1
    8	0
Cc1cc(Br)ccc1NC(=O)C1(S(=O)(=O)c2ccc(Cl)cc2)CC1
    -30	5
Cc1cc(C)c(S(=O)(=O)N2CCCCC2)cc1S(=O)(=O)N1CCCCC1
    -4	-3
O=C(NCC1CCCO1)c1ccc2c(c1)OCO2 (configuration not stated)
    -6	-4
C/C(Cn1nnc([N+](=O)[O-])n1)=N\NC(=O)c1c(C)nnn1-c1nonc1N
    i	.
CS(=O)(=O)N1CCC(C(=O)Nc2cc(-c3cccs3)nn2CCO)CC1
    -8	-8
COCCn1c(C2CCN(C(=O)c3ccc(F)c(F)c3)C2)nc2cccnc21 (configuration not stated)
    1	-7
CCN(CC)c1ccc(C=NC(c2ccccc2)c2ccccc2)cc1
    .	-7
CC(=O)Nc1cccc(N2CC(C(=O)Nc3cc(C)cc(C)c3)CC2=O)c1 (configuration not stated)
    5	1
Cc1ccccc1-n1nnnc1C(c1ccccc1)N(C)Cc1cccc([N+](=O)[O-])c1 (configuration not stated)
    -2	-1
O=S(=O)(Cc1ccc(Cl)cc1)c1nc2ccccc2nc1N1CCOCC1
    -14	-3
CC(=NN=C1NC(=O)C(CC(=O)O)S1)c1csc2ccccc12 (configuration not stated)
    .	-5
O=C(Nc1cccc(Br)c1)c1ccc2c(c1)OCO2
    -20	5
CC(C)(C)c1csc(-c2ccc(C=C(C#N)C(=O)c3cccs3)cc2)n1
    .	-4
Nc1c(C(=O)Nc2ccccc2)sc2cc([N+](=O)[O-])cc([N+](=O)[O-])c12
    16	1
COc1ccccc1OCCSc1nc(C)cc(C)n1
    -7	0
Cc1cccc(/C=C/C(=O)Nc2ncc(Cc3ccc(F)cc3)s2)c1
    -1	-3
Cc1ccc(NC(=O)CCS(=O)(=O)c2ccc(Br)cc2)nc1
    -2	10
Cc1cc(-c2onc(C)c2-c2noc(C)n2)no1
    .	-4
COc1ccc(/C=C2N=C(/C=C/c3ccc(Cl)cc3)OC/2=O)c(OC)c1
    16	-3
CCN1CCN(Cc2c(O)ccc3c2OC(=CC=Cc2ccccc2OC)C3=O)CC1
    42	-8
CCN1C(=O)C(=Cc2cc(Br)c(OC)cc2OC)NC1=S
    -2	-4
CCOC(=O)C1Oc2ccccc2C(c2ccc(F)cc2)=C1C(=O)OC (configuration not stated)
    -26	0
CC(C)c1ccc(S(=O)(=O)N2CCC3(CC2)NCCN=C3NC2CCCCC2)cc1
    3	-6
CC(=O)C1=C(O)C(=O)N(C)C1c1cccc([N+](=O)[O-])c1 (configuration not stated)
    2	-3
Cc1ccc(-c2nc3ncccc3o2)cc1NC(=O)Cc1ccc(Cl)cc1
    2	-15
Cc1ccc(NC(=O)N2CCCC2c2ccc(C)cc2)cc1 (configuration not stated)
    -13	2
CC(=O)OCCN1CCCC12CCC(c1ccccc1)CC2 (configuration not stated)
    -5	-4
Cc1ccc(Cl)cc1S(=O)(=O)N1CC(c2nc(-c3cccs3)no2)C1
    -38	-7
CCN(CC)S(=O)(=O)c1cccc(C(=O)Nc2ccc(OC)cc2)c1
    -6	-9
CCOc1ccc(NC(=O)c2ccccc2F)cc1
    -2	-2
CC(C)c1cc(C2CCCN2C(=O)c2ccco2)on1 (configuration not stated)
    -4	-5

Laid out differently: results already given.
mol | mHTT CaM bind | Pf apPOL block
COc1ccccc1NC(=O)c1ccccc1[N+](=O)[O-] | 5 | -16
Cc1ccc(Cn2cc(CN(C3CC3)S(=O)(=O)c3ccccc3Br)nn2)cc1 | -6 | -8
O=C1c2cc([N+](=O)[O-])ccc2-c2c(O)cc([N+](=O)[O-])cc21 | . | -143
